Screening results: PubChem, National Center for Advancing Translational Sciences (NCATS)
ALOX12 inh: ALOX12 (human) lipoxygenase inhibition; Potency, µM (titrated, usually from 108 µM), for the others: top-dose activity change, negative = inhibition, hits mostly inhibitors; P18054; 1.1% of 580,000 active; purified 12hLO, xylenol orange hydroperoxide absorbance; note: % is set by controls: 0 for no effect and ±100 for the full control effect
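Hydroperoxide product was detected by ferrous iron/xylenol orange as the 573 to 405 nm absorbance ratio. Arachidonic acid at 40 uM (final) was turned over for 30 min at room temperature by 150 nM human 12hLO, pH 7.0 Hepes buffer, after 15 min compound preincubation.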
JMJD2A Tudor inh: blocks the human JMJD2A Tudor domain; Potency, µM (titrated, usually from 114 µM), for the others: at the highest dose activity change, negative = inhibition, hits mostly inhibitors; 4.4% of 390,000 active; O75164; AlphaScreen JMJD2A-Tudor / H3K4me3 peptide binding; note: % is set by controls: 0 for no effect and ±100 for the full control effect; nearly all actives have a fitted effect of over 50% in size
Pin1 inhibitor: inhibitors of human Pin1; Pin1 FP peptide displacement, HiFluor488, 10 min; 0.009% of 390,000 active; Potency, µM (top dose mostly 115 µM), inactives show at the highest dose activity, negative = inhibition, actives largely listed as inhibitors; active = well fitted inhibition curve with a large enough effect in the polarisation, with a control signal flat, not every such curve was filed as active; inconclusive = small, poorly fitted or top-dose-only effect, or effect the other way, or a change in a side signal; inactive = no such curve, though single readings can be large or run the other way; the % refers to the polarisation; note: % is set by controls: 0 for no effect and ±100 for the full control effect
ERG Ets-DNA blk: blocks human ERG Ets domain binding to DNA. 0.028% of 370,000 active. Potency, µM (top dose mostly 76.9 µM), for inactives: at the top dose FP activity, negative = inhibition, usual class: inhibitors. AID 624246. fluorescence polarization, His-ERG Ets domain / labelled DNA; active = well fitted inhibition curve with a large enough effect in the polarisation, with a control signal flat; inconclusive = small, poorly fitted or top-dose-only effect, or effect the other way, or a change in a side signal; inactive = no such curve, though single readings can be large or run the other way; the % refers to the polarisation;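 note: polarization taken with two DNA probes labelled with fluorescein and Texas red; % of control where 0% means no effect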
Target sequence (P11308 whole entry, looked up, the tested form may be a part): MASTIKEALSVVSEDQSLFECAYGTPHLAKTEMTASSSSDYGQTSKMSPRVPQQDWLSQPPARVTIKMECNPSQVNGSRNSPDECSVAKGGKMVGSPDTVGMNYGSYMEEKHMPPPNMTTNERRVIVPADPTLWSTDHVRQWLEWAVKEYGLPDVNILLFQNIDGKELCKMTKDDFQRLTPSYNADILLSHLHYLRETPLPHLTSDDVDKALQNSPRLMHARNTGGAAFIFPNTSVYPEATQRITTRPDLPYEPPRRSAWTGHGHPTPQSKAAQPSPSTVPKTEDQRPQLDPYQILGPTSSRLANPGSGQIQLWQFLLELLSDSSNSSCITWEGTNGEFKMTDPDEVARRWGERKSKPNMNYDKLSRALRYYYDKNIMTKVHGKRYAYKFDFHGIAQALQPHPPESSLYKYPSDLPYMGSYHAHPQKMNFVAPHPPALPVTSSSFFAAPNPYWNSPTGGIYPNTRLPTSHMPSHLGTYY
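His-tagged ERG Ets domain (1 uM in the protein solution; 300mM KCl, 50mM Tris-HCl, 1mM EDTA, 1mM DTT, pH 7.5) received compound, then a probe mix of 5 nM fluorescein-DNA and 100nM Texas-615-DNA. Fluorescence polarization was read for both dyes.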
GLS inhibitor: glutaminase GLS (human) inhibition. O94925. GLS enzymatic activity, qHTS titration. Potency, µM (titrated, usually from 45.5 µM), for the others: at the top dose activity change, negative = inhibition, hits mostly inhibitors. 0.21% of 410,000 active. AID 624170; note: % is set by controls: 0 for no effect and ±100 for the full control effect
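Human kidney-isoform GLS in 45 mM KH2PO4 pH 8.2, 0.02% Tween-20, with compound, started with 1mM L-Glutamine (added stock). Glutamate oxidase/HRP/Amplex red coupled fluorescence read at start and after 30 min at RT.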
Tb PGK inh: blocks T. brucei phosphoglycerate kinase; AID 602233; P07378; 0.043% of 380,000 active; PGK/GAPDH coupled, Kinase-Glo luminescence, 60 min; Potency, µM (doses to about 57.5 µM), inactives show top-dose activity change, negative = inhibition, hits mostly inhibitors; note: % is set by controls: 0 for no effect and ±100 for the full control effect; nearly all actives have a fitted effect of over 60% in size
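Recombinant glycosomal PGK reaction used 1,3-bisphosphoglycerate generated in-well by GAPDH (100nM final) in 100mM TEA pH 7.6, 5mM MgCl2, 0.01% Tween-20. After 60 minutes at room temperature, ATP was read by Kinase-Glo Plus luminescence end-point.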
HP1b chromo inh: blocks HP1-beta chromodomain binding to methylated histone tails. P83916. AlphaScreen HP1-beta / biotin-H3K9me3 peptide binding. Potency, µM (doses to about 114 µM), for inactives: at the highest dose activity change, negative = inhibition, actives largely listed as inhibitors. 0.56% of 390,000 active. AID 540317; note: nearly all actives have a fitted effect of over 70% in size; inactives centre near 23
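HP1-beta protein (50 nM final) preincubated 30 min at room temperature with biotinylated H3(1-18)K9me3 peptide (50 nM) in PBS pH 7.4, 0.01% Tween-20, then compound added for 30 min. AlphaScreen streptavidin donor/nickel chelate acceptor beads (10 ug/mL final), 30 min dark, luminescence read.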
rTrxR1 inhibitor: blocks rat thioredoxin reductase 1; 1% of 390,000 active; Potency, µM (doses to about 114 µM), for inactives: at the top dose activity change, negative = inhibition, most hits filed as inhibitors; recombinant rTrxR1, NADPH fluorescence consumption, selenite substrate; AID 588453; note: % is set by controls: 0 for no effect and ±100 for the full control effect; nearly all actives have a fitted effect of over 65% in size
Target sequence (O89049 whole entry, looked up): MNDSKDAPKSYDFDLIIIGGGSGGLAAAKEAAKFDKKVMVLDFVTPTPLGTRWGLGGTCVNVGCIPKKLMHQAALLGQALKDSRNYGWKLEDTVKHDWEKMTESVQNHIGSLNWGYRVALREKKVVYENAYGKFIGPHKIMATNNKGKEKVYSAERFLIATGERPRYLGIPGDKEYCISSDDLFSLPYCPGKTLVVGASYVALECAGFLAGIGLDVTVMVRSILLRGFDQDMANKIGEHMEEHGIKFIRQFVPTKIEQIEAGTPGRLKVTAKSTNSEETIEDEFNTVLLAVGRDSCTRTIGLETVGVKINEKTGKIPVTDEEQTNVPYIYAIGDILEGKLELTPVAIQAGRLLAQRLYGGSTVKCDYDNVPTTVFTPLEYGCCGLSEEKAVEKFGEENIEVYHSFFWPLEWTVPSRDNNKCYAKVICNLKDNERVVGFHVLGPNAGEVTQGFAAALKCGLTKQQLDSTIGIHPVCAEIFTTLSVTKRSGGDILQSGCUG
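Rat TrxR1 (90 nM in the dispensed reagent) was pre-reduced with 400 uM NADPH for 5 min at room temperature, then incubated with compound for 15 min. After 400 uM selenite was added, NADPH fluorescence (Ex 340/Em 450 nm) was followed for 8 min.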
RGS4 inhibitor: inhibitors of human regulator of G protein signaling 4; P49798; Transcreener GDP fluorescence polarization, RGS4-accelerated GTP hydrolysis; Potency, µM (titrated, usually from 114 µM), for inactives: at the top dose activity change, negative = inhibition, actives largely listed as inhibitors; 0.039% of 390,000 active; AID 504845; note: % is set by controls: 0 for no effect and ±100 for the full control effect; nearly all actives have a fitted effect of over 75% in size; some results filed as inactive show a strong effect at the top dose
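MLSMR compounds (23 nl, pin-transferred) preincubated 10 min at room temperature with a 500nM (2x) first reagent, then RGS4 at 900nM (2x) plus Transcreener GDP mix added; fluorescence polarization (620/688 nm) read before and after 90 min at 30 °C.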
The depositor's hits bear a star; i = inactive; ? = inconclusive; . = not tested or not shown; & = joins results of further samples; [ ] = another dose, or the depositor's remark. Unless noted, calls come from the whole dose curve; as a rule, active = well fitted curve in the direction sought with a large enough effect; inconclusive = small, poorly fitted or top-dose-only effect, or another doubt; inactive = no such curve, though single readings can be large; an effect the other way counts as inactive or inconclusive. Potency is the fitted concentration of half-maximal effect. The list is partial. The share of hits here may be higher or lower than overall.

SMILES | ALOX12 inh | JMJD2A Tudor inh | Pin1 inhibitor | ERG Ets-DNA blk | GLS inhibitor | Tb PGK inh | HP1b chromo inh | rTrxR1 inhibitor | RGS4 inhibitor
CCn1c(=O)c(-c2nc3ccccc3[nH]2)c(O)c2ccccc21 | 22% | -18% | 3% | -6% | 0% | 7% | 34% | 36%[activator] | -7%
O=c1oc2c(CN3CCN(CCO)CC3)c(O)ccc2cc1-c1ccccn1 | ? | 5% | ? | 2% | 61%[activator] | -6% | 29% | 45µM* | -11%
O=C(c1noc2c1CCCCC2)N1CCOCC1 | 4% | 2% | 4% | -2% | -1% | 4% | 9% | 2% | 16%
Oc1ccc2[nH]cnc2c1CN1CCCCC1 | 272%[activator] | 4% | -1% | -3% | 20% | -1% | 24% | -10% | -5%
CN1CN(C)c2cccc3cccc1c23 | ? | -38% | -19% | -11% | 7% | -4% | ? | -17% | -24%
COCCN(C(=O)C(C)C)c1nnc(-c2ccc(C(C)(C)C)cc2)s1 | -8% | 14% | 2% | 22% | 3% | -1% | 41%[activator] | -4%[57.1 µM] | 21%
CCc1ccc(S(=O)(=O)c2nnn3c2nc(N2CCC(C)CC2)c2cc(Cl)ccc23)cc1 | -25% | 13% | 3% | -1% | 1% | -5% | 59%[activator] | 38%[activator] | 0%
Cc1ccc(OCC(=O)NCCc2nc3ccccc3[nH]2)c(C)c1 | 10% | -10% | -7% | -4% | 0% | -8% | -3% | 9% | -9%
O=C(Cn1c2[n+](c3ccccc31)CC(O)CS2)c1ccccc1 (centres undefined) | -11% | 4% | -1% | -6% | -4% | -3% | 39% | 12%[57.1 µM] | -7%
CCCCc1nc2sc3c(c2c(=O)[nH]1)CCC3 | 0% | 5%[57.1 µM] | -5% | -2% | 0% | -2% | 27% | 14%[57.1 µM] | -15%[11.4 µM]
CC(C)C(=O)Nc1nnc(SCC(=O)NCc2ccc3c(c2)OCO3)s1 | -7% | -9% | 9% | -3% | -16% | i | 22% | 34%[57.1 µM] | -28%
COC(=O)CCN(C(=O)c1cccc(OC(C)=O)c1)c1ccccn1 | -6% | -2% | -9% | -6% | -6% | -2% | 27% | -12% | 10%
Cc1ccc(SCC(=O)OCC(=O)Nc2ccc3[nH]c(=O)[nH]c3c2)cc1C | 5% | -18% | 8% | -6% | -3% | -3% | 11% | 26% | -26%
O=C(c1ccc([N+](=O)[O-])cc1)N1CCOCC1 | 1% | -6% | 2% | -11% | 4% | 8% | 2% | 4% | -6%
COc1ccc(Cl)cc1NC(=O)Cn1cc(S(=O)(=O)Cc2cccc(Cl)c2)c2ccccc21 | ? | -17% | 17% | -1% | -12% | -4% | 9% | -22% | -22%
Cc1ccc(S(=O)(=O)NCc2ccccc2)cc1C(=O)N1CCCCCCC1 | -7% | -20% | 0% | . | 8% | -1% | 12% | 6% | -17%
O=[N+]([O-])c1cc(/C=N/n2c(-c3cccnc3)n[nH]c2=S)ccc1Cl | ? | 40µM* | ? | -1% | -8% | -13% | -8% | ? | ?
Cc1ccc(C(=O)N(C)Cc2ccc(N3CCOCC3)cc2)cc1S(=O)(=O)NCc1ccccc1 | 16% | -22% | 4% | 5% | 8% | 4% | 11% | -2% | -31%
CC1CCN(S(=O)(=O)c2ccc(N=NC3=C(O)CC(C)(C)CC3=O)cc2)CC1 | -1% | -24% | -8% | -5% | -1% | -13% | 10% | -11% | 4%
O=C(O)c1ccc(Nc2cccc(F)c2)c([N+](=O)[O-])c1 | 0% | -16% | -12% | 9% | -7% | -7% | 29% | 12% | 5%
O=C(CN(Cc1ccc(Cl)cc1)C(=O)CNS(=O)(=O)c1ccc(F)cc1)NCC1CCCO1 (centres undefined) | -11% | -3% | -4% | -4% | -5% | -6% | 14% | -12% | 0%
CCCC(=O)N1CCN(c2ccc(NC(=O)c3cccs3)cc2)CC1 | 13% | ? | -1% | -3% | -14% | -9% | ? | 2%[57.1 µM] | -49%
CCOc1c(C(N)=O)cc([N+](=O)[O-])cc1[N+](=O)[O-] | -28% | -4% | 1% | 2% | 3% | 5% | 14% | 7%[57.1 µM] | -2%
O=S(=O)(O)c1cc2onnc2c2ccccc12 | ? | 50µM* | . | -10% | 2% | -8% | 0%[57 µM] | ? | ?
Clc1ccc(-c2cn3c(n2)-c2ccccc2C3)cc1Cl | -5% | -17% | -2% | 5% | -1% | -9% | 14% | 11% | -4%

Full records as entered above. Order of screens: ALOX12 inh | JMJD2A Tudor inh | Pin1 inhibitor | ERG Ets-DNA blk | GLS inhibitor | Tb PGK inh | HP1b chromo inh | rTrxR1 inhibitor | RGS4 inhibitor
`CCOc1c(C(N)=O)cc([N+](=O)[O-])cc1[N+](=O)[O-]` is entered as -28% | -4% | 1% | 2% | 3% | 5% | 14% | 7%[57.1 µM] | -2%
`CCn1c(=O)c(-c2nc3ccccc3[nH]2)c(O)c2ccccc21` is entered as 22% | -18% | 3% | -6% | 0% | 7% | 34% | 36%[activator] | -7%
`CCCC(=O)N1CCN(c2ccc(NC(=O)c3cccs3)cc2)CC1` is entered as 13% | ? | -1% | -3% | -14% | -9% | ? | 2%[57.1 µM] | -49%

New compounds follow
SMILES | ALOX12 inh | JMJD2A Tudor inh | Pin1 inhibitor | ERG Ets-DNA blk | GLS inhibitor | Tb PGK inh | HP1b chromo inh | rTrxR1 inhibitor | RGS4 inhibitor
COc1ccc(C2=NN(C(=O)CCCC(=O)O)C(c3cccs3)C2)cc1OC (centres undefined) | -15% | -15% | 3% | 1% | 0% | -4% | 14% | 7%[57.1 µM] | -7%
Cc1ccccc1Cn1c(CN2CCC(C(=O)NCCN(C)C)CC2)cc2ccccc21 | -10% | ? | 8% | -1% | 5% | i | 3% | 14%[57.1 µM] | -13%
CCCCOC(=O)c1ccc(NC(=O)c2cc(-c3ccccc3)on2)cc1 | -24% | -1% | -2% | 6% | -17% | -7% | 52%[activator] | 15% | -26%
O=C(Nc1cccc(C(F)(F)F)c1)c1ccccc1NC(=O)C1CCCCC1 | -5% | -7% | 3% | -2% | -2% | -1% | 37% | 8% | 10%[11.4 µM]
NNC(=O)CNc1ccccc1Cl | 6% | -15% | 1% | -11% | 4% | 5% | 33% | -2%[57.1 µM] | 3%
O=C(Nc1cccc([N+](=O)[O-])c1)C(=O)N1CCCCC1 | 7% | -21% | 2% | 3% | -2% | -5% | 12% | 10% | -3%
CCOc1ccc(OCC)c(NC(=O)CN(C)S(=O)(=O)c2ccc3nc(C)sc3c2)c1 | 5% | -30% | 43%[activator] | -1% | -2% | 2% | 11% | 13% | -13%
Cc1nn2c3c(cnc2c1-c1ccccc1)C(=O)CC(c1ccccc1)C3 (centres undefined) | -1% | -3% | 3% | 0% | 1% | -1% | 52%[activator] | -4%[57.1 µM] | 29%
O=C(/C=C/c1cnc2ccccc2n1)NC1CCCCCC1 | -9%&-6% | -33% | 0% | -1% | -12% | -6% | 7% | -2% | 3%
CNC(=O)COc1coc(CN2CCN(c3ccccc3)CC2)cc1=O | -10% | -22% | -14% | 2% | 20% | -3% | 15% | 20% | 43%[11.4 µM]
COc1ccc(C(=O)c2ccccc2)c2c(O)ccc(C(=O)c3ccccc3)c12 | 2% | -24% | 1% | 2% | 2% | -8% | 11% | -12% | -16%
Cc1ccc(CC(NC(=O)c2ccccc2)C(=O)NC(C)C(=O)O)cc1 (centres undefined) | -3% | -11% | -1% | -6% | 0% | -4% | 15% | 20% | 7%
COc1ccc(CSc2nncn2N)cc1[N+](=O)[O-] | -2% | 8% | 1% | -3% | 8% | -2% | 32% | -10% | -17%
COc1ccc(C(C(O)C(=O)c2c[nH]c3ccccc23)N2CCN(c3ccc(OC)cc3)CC2)cc1 (centres undefined) | 9% | ? | -5% | -5% | 35%[activator] | 5% | ? | 34%[57.1 µM] | -3%
O=C(CNC(=O)c1ccncc1)N/N=C/c1cccc([N+](=O)[O-])c1 | 0% | -8% | 1% | 1% | 4% | 2% | 0% | 3% | 9%
COc1ccc(N2C(=O)CSC2c2cccc(OC)c2OC)cc1 (centres undefined) | -7% | -2% | -17% | 3% | 0% | -7% | 21% | 12% | -16%
COC(=O)c1cccc(Nc2cc(C)nc(-c3ccccc3O)n2)c1 | ? | -16% | 1% | . | 3% | -4% | 32% | -25% | -23%
CCOC(=O)c1c(C)oc2ccc(OCc3cc(C(=O)OC)oc3C)cc12 | 26% | -10%[11.4 µM] | -3% | -6% | 21% | 1% | 24% | 18%[57.1 µM] | -9%[11.4 µM]
CCOC(=O)c1sc2nc(C)c([N+](=O)[O-])c(COC)c2c1N | 17%[57.4 µM] | -15% | 0% | 11% | -5% | -7% | 46%[activator] | 23% | -20%
O=C(COC(=O)CNC(=O)c1ccc(Cl)c([N+](=O)[O-])c1)NCC1CCCO1 (centres undefined) | -10% | -9% | -1% | -7% | 1% | -8% | 37% | 20% | -23%
COc1ccc(C(=O)c2ccc(OC)cc2OC)cc1 | 0% | 3% | 4% | -7% | 4% | 13% | 43%[activator] | -10% | 9%
O=C(Nc1ccccc1C(=O)Nc1ccncc1)c1ccc([N+](=O)[O-])cc1 | ? | -33% | ? | -4% | 4% | -14% | 48%[activator] | -5%[57.1 µM] | -31%
COc1ccc(C(=O)OCC(=O)c2ccc[nH]2)cc1 | 159%[activator] | -6% | 2% | . | 10% | 17% | 18% | 9% | -16%
